Bioassay records: PubChem, several laboratories
PHOSPHO1 block – PHOSPHO1 (human) inhibition; 290,000 compounds, 1.1% hits; recombinant PHOSPHO1, absorbance phosphatase assay; inhibition, % at 13.3 µM; in the data active = inhibition above about 60%
Target sequence (Q8TCT1 whole entry, looked up): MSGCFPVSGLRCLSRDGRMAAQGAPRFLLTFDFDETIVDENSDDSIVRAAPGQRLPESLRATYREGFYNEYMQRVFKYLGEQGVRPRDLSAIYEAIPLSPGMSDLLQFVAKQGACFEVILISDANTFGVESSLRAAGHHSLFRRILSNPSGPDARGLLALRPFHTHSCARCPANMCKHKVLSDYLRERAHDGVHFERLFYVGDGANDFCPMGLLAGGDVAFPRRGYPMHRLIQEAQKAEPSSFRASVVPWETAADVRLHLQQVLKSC
MEKK3 PB1 HTS – MEKK3-MEK5 PB1 interaction, increase or decrease; Q99759; bead-based flow cytometry, Alexa488-MEK5 binding to MEKK3; actives lie on both sides; 0 = blocked by unlabeled MEK5, 100 = vehicle; binding response (% of control), % at 10 µM; 290,000 compounds, 1.4% hits;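 active = binding response more than 3 SD above or below the average of its plate-row segment, actives on both sides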;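 note: Alexa488 bead fluorescence after subtracting the streptavidin-only scavenger bead signal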
Target sequence (Q99759 whole entry, looked up): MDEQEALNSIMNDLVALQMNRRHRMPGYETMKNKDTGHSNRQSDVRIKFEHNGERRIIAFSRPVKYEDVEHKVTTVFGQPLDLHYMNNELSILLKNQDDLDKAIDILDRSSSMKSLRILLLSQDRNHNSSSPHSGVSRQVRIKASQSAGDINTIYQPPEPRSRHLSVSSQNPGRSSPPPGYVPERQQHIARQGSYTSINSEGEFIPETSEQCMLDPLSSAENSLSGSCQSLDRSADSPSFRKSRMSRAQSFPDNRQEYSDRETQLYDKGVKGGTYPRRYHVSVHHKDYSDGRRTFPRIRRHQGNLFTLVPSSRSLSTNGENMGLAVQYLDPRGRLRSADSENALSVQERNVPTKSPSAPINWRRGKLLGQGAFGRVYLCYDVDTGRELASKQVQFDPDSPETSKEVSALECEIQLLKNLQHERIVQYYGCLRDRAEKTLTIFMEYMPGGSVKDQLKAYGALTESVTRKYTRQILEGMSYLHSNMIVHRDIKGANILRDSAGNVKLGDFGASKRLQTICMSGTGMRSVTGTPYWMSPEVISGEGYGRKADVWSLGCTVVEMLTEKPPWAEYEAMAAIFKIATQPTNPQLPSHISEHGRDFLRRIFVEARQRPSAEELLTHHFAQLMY
GPR7 antagonist – human neuropeptides B/W receptor 1 antagonism. inhibition, % at 4.4 µM. 290,000 compounds, 1.1% hits. GPR7-expressing cells, fluorescence antagonist assay. P48145; in the data active = inhibition above about 16%, passing the limit was not always enough;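 note: cells stimulated with the agonist NPW; 0% = agonist with vehicle and 100% = vehicle without agonist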
NALP1 inh – blocks the NALP1 inflammasome reconstituted in yeast; S. cerevisiae NALP1/ASC/caspase-1 growth, X-gal OD620, 72 h; 280,000 compounds, 0.61% hits; inhibition, % at 10 µM; in the data active = inhibition mostly above about 24%, no sharp cut-off; inactive = mostly below about 32%; note: some compounds called inactive have numbers as strong as hits
MEKK2 mut-MEK5 – signal of MEK5 binding to mutant human MEKK2 PB1 domain | bead flow cytometry, Alexa488-MEK5 binding to MEKK2 mutant | percent response, % at 10 µM | 290,000 compounds, 0.35% hits; in the data active = percent response above about 24%, passing the limit was not always enough; note: inactives centre near 1; some results filed as inactive read as strong as hits; reference of the scale not given here
OXTR agonist – human OXTR agonism | P30559 | CHO-OTR cells, Fluo-8 calcium fluorescence; normalized: DMSO 0%, oxytocin 100% | activation, % at 3 µM | 320,000 compounds, 0.32% hits;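 active = activation above the mean of all tested compounds plus 3 SD, cutoff set per screening run, cut at about 20% in these data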;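 note: peak over basal fluorescence ratio from a 100 s FLIPR kinetic read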
MEKK2 WT-MEK5 – raises or lowers MEK5 binding to wildtype human MEKK2 PB1 domain; Q9Y2U5; bead flow cytometry, Alexa488-MEK5 binding to MEKK2 WT; actives lie on both sides; binding response (% of control), % at 10 µM; 290,000 compounds, 1.1% hits; in the data active = binding response below about 67% or above about 130%
FID counter – fluorescent intercalator displacement, NS3 helicase counter-screen; inhibition, % at 7.9 µM; 290,000 compounds, 0.17% hits; DNA fluorescent intercalator displacement, fluorescence; in the data active = inhibition above about 37%;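 note: 0% = vehicle and 100% = reference compound; higher means more ethidium bromide displaced from hairpin DNA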
M18AAP inhibitor – blocks P. falciparum M18 aspartyl aminopeptidase; recombinant PfM18AAP, H-Glu-NHMec fluorogenic cleavage; inhibition, % at 7.35 µM; 290,000 compounds, 1.2% hits; AID 1822;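 active = inhibition above the campaign mean inhibition over all tested compounds plus 3 SD, cut at about 28% in these data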;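 note: 0% = plate median of test compound wells and 100% = 2 mM ZnCl2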
Numbers without * were called inactive; . = not tested or not shown.

SMILES	PHOSPHO1 block	MEKK3 PB1 HTS	GPR7 antagonist	NALP1 inh	MEKK2 mut-MEK5	OXTR agonist	MEKK2 WT-MEK5	FID counter	M18AAP inhibitor
Cc1nc2scc(C)n2c(=O)c1S(=O)(=O)NC(C)c1ccccc1 (configuration not stated)	12	104	-7	4	2	0.3	101	0	4
C/C(=N\NC(=O)c1ccccc1)c1ccc(C)c([N+](=O)[O-])c1	4	111	-3	23	33	-1.6	119	0	0
O=C(Nc1nnc(C2=COCCO2)o1)c1ccc(Br)cc1	-2	103	-18	-1	5	-1.0	111	-13	3
Cn1cc(C(=O)N/N=C/C(Br)=C\c2ccccc2)ccc1=O	-22	94	-13	9	3	-0.3	101	-3	-4
Cc1ccc(C)c2nc(SCC(=O)NCc3cccs3)c(C#N)cc12	-76	99	-13	0	-2	-0.3	96	0	13
O=C1CCCC2=C1C(c1ccncc1)c1c(nc(SCc3ccccc3Cl)[nH]c1=O)N2 (configuration not stated)	-17	106	-12	-11	8	-0.4	105	-21	9
Cn1c(-c2cc(Cl)ccc2O)nc2c1c(=O)[nH]c(=O)n2Cc1ccccc1	28	100	-5	0	-6	5.1	92	-12	3
COc1ccc(N2CCN(CC(=O)Nc3cc(C)cc(C)c3)CC2)cc1	3	110	-4	7	5	-1.2	112	-24	-2
COc1ccc(NC2CCCN(C(=O)CCN3CCCO3)C2)cc1 (configuration not stated)	18	97	-11	10	0	0.8	99	-8	9
Cc1ccc(NC(=O)C2CCN(S(=O)(=O)c3ccc4[nH]c(=O)ccc4c3)CC2)c(C)c1	18	100	-10	6	1	-1.9	100	-29	3
Cc1sc2nc(CN3CCCCC3)nc(N3CCN(C(=O)c4ccco4)CC3)c2c1C	49	101	-11	5	9	1.2	104	3	-11
CCOc1ccc(-c2nnc(-c3ccc(OC)cc3)o2)cc1	-4	104	-1	-55	-3	-1.2	97	-3	2
O=C(O)c1cccnc1Sc1ccc(Cl)cc1	6	72	-18	-11	-17	-0.2	80	0	2
O=[N+]([O-])c1ccccc1S(=O)(=O)N1CCN(c2ccc(F)cc2)CC1	24	103	-5	10	0	0.3	101	-1	1
Cc1cccc(OCC(O)Cn2c(N3CCCCC3)nc3c2c(=O)n(C)c(=O)n3C)c1 (configuration not stated)	38	108	-8	12	6	-1.7	104	-43	-4
O=C(NCc1ccccc1)/C(=C\c1ccc(O)cc1)NC(=O)c1ccco1	12	100	0	0	3	0.1	103	-6	7
Cc1ccc(C(=O)N2CCN(C)CC2)cc1S(=O)(=O)N1CCCCCC1	9	103	7	7	5	1.4	106	3	-4
COC(C[C@H](O)[C@@H](C)[C@H](O)COCc1ccccc1)OC	44	102	.	.	3	.	101	.	.
COc1ccccc1-c1ocnc1C(=O)Nc1ccc(N2CCOCC2)cc1N1CCOCC1	27	95	6	22	-9	.	99	-41	0
CC(C)Sc1nc2c(c(=O)[nH]c(=O)n2C)n1CCc1ccccc1	-9	99	-14	4	-4	-1.1	98	-3	2
COc1ccccc1N(Cc1ccccc1)S(=O)(=O)c1cccc(C(=O)Nc2ccccn2)c1	29	97	-25	3	4	0.9	100	-26	3
CCOCCCNC(=O)C1CCC(CNS(=O)(=O)c2ccc(OC)cc2)CC1 (configuration not stated)	-22	105	-11	5	11	1.1	104	-21	4
CCOC(=O)C1(CC2CCCCO2)CCN(Cc2nc(-c3cccs3)oc2C)CC1 (configuration not stated)	57	104	7	12	10	-0.8	112	7	-1
CCn1nc(NC(=O)c2cccnc2)c2cc3ccccc3nc21	13	104	-9	-11	1	-0.6	103	-9	-2

Part of the list above, reformatted:
| SMILES | PHOSPHO1 block | MEKK3 PB1 HTS | GPR7 antagonist | NALP1 inh | MEKK2 mut-MEK5 | OXTR agonist | MEKK2 WT-MEK5 | FID counter | M18AAP inhibitor |
| --- | --- | --- | --- | --- | --- | --- | --- | --- | --- |
| O=C1CCCC2=C1C(c1ccncc1)c1c(nc(SCc3ccccc3Cl)[nH]c1=O)N2 (configuration not stated) | -17 | 106 | -12 | -11 | 8 | -0.4 | 105 | -21 | 9 |
| Cn1c(-c2cc(Cl)ccc2O)nc2c1c(=O)[nH]c(=O)n2Cc1ccccc1 | 28 | 100 | -5 | 0 | -6 | 5.1 | 92 | -12 | 3 |

Continued.
SMILES	PHOSPHO1 block	MEKK3 PB1 HTS	GPR7 antagonist	NALP1 inh	MEKK2 mut-MEK5	OXTR agonist	MEKK2 WT-MEK5	FID counter	M18AAP inhibitor
Cc1ccc(Oc2c(C=O)c3ccccc3n2C)cc1	32	102	3	1	6	-1.9	99	-11	2
COc1ccccc1C(=O)Oc1cc(C)[nH]c(=O)c1[N+](=O)[O-]	-2	58	6	-4	-18	0.3	64	-1	20
COc1cc(OC)c(OC)cc1/C=N/NC(=S)NCC1CCCO1 (configuration not stated)	30	91	-8	-7	-5	1.2	92	-15	-1
CC(C)C(c1nnnn1C1CCCC1)N1CCCc2ccccc21 (configuration not stated)	-3	101	4	38	-4	-1.6	97	-7	6
O=C(O)c1ccc(S(=O)(=O)N(Cc2ccc(F)cc2)C2CCCCC2)cc1	40	106	1	2	17	-1.6	108	-29	12
NS(=O)(=O)c1ccc(NC(=O)COC(=O)c2cc3ccccc3cc2O)cc1	4	97	-7	15	-1	1.5	98	0	2
COc1cccc(OC)c1C(=O)N1CCOCC1	5	104	4	-73	6	1.6	106	3	-8
CCCc1cc(=O)n2[nH]c(-c3ccccc3)cc2n1	-1	100	7	12	3	-0.3	101	-3	-2
CCOc1cc(C(=S)N2CCOCC2)ccc1OS(=O)(=O)c1ccc(Br)cc1	8	106	-15	2	10	1.9	106	-29	1
O=C(Nc1ccc(COc2ccccc2)cc1)Oc1ccccc1N1CCOCC1	25	100	-3	12	4	0.7	98	-6	-1
COc1ccc(C(N)c2nccc3cc(OC)c(OC)cc23)cc1OC (configuration not stated)	19	98	-2	9	13	0.1	115	12	4
O=C(Nc1ccc(N2CCN(C(=O)c3ccco3)CC2)cc1)c1ccc([N+](=O)[O-])cc1Cl	8	104	6	20	10	4.1	108	-28	6
COc1ccc(N(CC(=O)NN=C2CCCCCCC2)S(=O)(=O)c2ccccc2)cc1	7	105	-4	25	3	-1.4	101	-8	-4
Cc1nnc(NC(=O)C2CC(=O)N(Cc3ccccc3)C2)s1 (configuration not stated)	33	104	-3	-6	2	1.0	102	-5	1
CCOC(=O)N1CCN(Cc2nc3cc(NC(=O)C(C)C)ccc3n2CC)CC1	20	103	1	14	0	-0.5	104	-29	-8
Nc1ccc(S(=O)(=O)c2ccc(N)cc2)cc1	-6	112	6	11	6	0.9	97	-5	-4
CCn1cnc2c1c(=O)n(Cc1ccc(C(=O)OC)cc1)c(=O)n2Cc1ccccc1	30	99	-7	16	-5	0.2	98	-38	2
COc1ccc(N2CCN(C(c3cc4cc(C)ccc4[nH]c3=O)c3nnnn3Cc3ccccc3)CC2)cc1 (configuration not stated)	14	105	5	27	2	-2.1	102	-7	4
COc1cc2nc(CN(CCC(C)C)Cc3nc4cc(OC)c(OC)cc4c(=O)[nH]3)[nH]c(=O)c2cc1OC	31	99	-8	4	-1	-0.2	96	-4	-9
CSc1nccc(NC(=O)c2cccc(Br)c2)n1	.	99	23	9	-2	1.9	100	-6	3
CN(Cc1ccccc1)c1oc(COc2ccccc2F)nc1C#N	7	98	7	35	-1	-1.5	93	-17	2
O=C(CN(CC1CCCO1)C(=O)CCC(=O)Nc1ccccn1)NCc1ccccc1 (configuration not stated)	-6	77	-7	14	3	0.9	89	-18	-4
Cc1ccc(C(=O)Nc2ccon2)cc1S(=O)(=O)N1CCOCC1	37	101	-2	2	-1	1.9	97	-12	10
C[C@@H]1CCC[C@H](C)N1Cc1nc(Cc2ccccc2Cl)no1	-1	78	0	0	-20	-1.0	81	-7	2
Cc1nc(S/C(=C/c2ccc(OCc3ccc(C(=O)O)cc3)cc2)C(=O)O)n[nH]1	36	92	5	9	-8	1.4	89	-31	23
COc1cccc(CN(C)CC(=O)Nc2cc3oc4ccccc4c3cc2OC)c1	-38	99	-23	-21	-1	-0.3	108	-8	-7
CC(NC(=O)COc1cccnc1[N+](=O)[O-])c1ccc(F)cc1 (configuration not stated)	28	105	-18	-1	0	1.6	101	1	4
Cc1cccc(SC2CCN(Cc3nc(CC4CC4)no3)CC2)c1	35	96	-6	3	-4	-0.5	97	-8	-7
CCOC(=O)C1CCN(C(=O)Cc2c(F)cccc2Cl)CC1	19	103	-14	14	3	0.6	100	-7	-2

Sorted by formula weight (rising): some entries from above
SMILES	PHOSPHO1 block	MEKK3 PB1 HTS	GPR7 antagonist	NALP1 inh	MEKK2 mut-MEK5	OXTR agonist	MEKK2 WT-MEK5	FID counter	M18AAP inhibitor
CC(NC(=O)COc1cccnc1[N+](=O)[O-])c1ccc(F)cc1 (configuration not stated)	28	105	-18	-1	0	1.6	101	1	4
C[C@@H]1CCC[C@H](C)N1Cc1nc(Cc2ccccc2Cl)no1	-1	78	0	0	-20	-1.0	81	-7	2
Cc1cccc(SC2CCN(Cc3nc(CC4CC4)no3)CC2)c1	35	96	-6	3	-4	-0.5	97	-8	-7
Cc1ccc(C(=O)Nc2ccon2)cc1S(=O)(=O)N1CCOCC1	37	101	-2	2	-1	1.9	97	-12	10
COc1cccc(CN(C)CC(=O)Nc2cc3oc4ccccc4c3cc2OC)c1	-38	99	-23	-21	-1	-0.3	108	-8	-7
O=C(CN(CC1CCCO1)C(=O)CCC(=O)Nc1ccccn1)NCc1ccccc1 (configuration not stated)	-6	77	-7	14	3	0.9	89	-18	-4

Compounds as they come; 6.2% or so of the library scored in one or more.
